Compound activity: PubChem BioAssay, National Center for Advancing Translational Sciences (NCATS)
GAA glycogen = GAA glycogen-cleavage inhibition or activation. P10253. recombinant GAA, glycogen substrate, Amplex Red glucose oxidase fluorescence. Potency, µM (titrated, usually from 76.4 µM), for the others: at the highest dose activity change, negative = inhibition, hits mostly inhibitors. 300,000 tested, 0.38% active. AID 2100;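 note: 0% = full enzyme reaction and -100% = no-enzyme basal signal; the screen sought inhibitors and activators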
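qHTS, 1536-well; enzyme 4 nM final; cpd up to 77 uM; substrate bovine liver glycogen 30 ug; 50 mM citrate/phosphate pH 5.0, 0.01% Tween-20; 37 C, 40 min; Amplex Red detection 45 min RT; Hill fit → AC50.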
GAA spleen mod = inhibitors or activators of human alpha-glucosidase in spleen homogenate. Potency, µM (series often up to 79.9 µM), for inactives: at the highest dose activity change, negative = inhibition, hits mostly inhibitors. 240,000 tested, 0.006% active. AID 2112. human spleen homogenate, 4-MU-alpha-glucoside fluorescence. P10253;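 note: 0% = enzyme with vehicle and -100% = no enzyme basal signal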
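Compounds were titrated against alpha-glucosidase in spleen homogenate at pH 5.0, with 1 mM 4-methylumbelliferyl substrate for 40 min at 37 C. Reactions were quenched with pH 10 NaOH/glycine and fluorescence measured.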
ALDH1A1 block = ALDH1A1 (human) enzyme inhibition. P00352. Purified ALDH1A1, NADH fluorescence, propionaldehyde substrate. Potency, µM (titrated, usually from 75.3 µM), inactives show at the highest dose activity, negative = inhibition, usual class: inhibitors. 220,000 tested, 7.3% active. AID 1030; active = well fitted inhibition curve with a large enough effect, not every such curve was filed as active; inconclusive = small, poorly fitted or top-dose-only effect, or another doubt; inactive = no such curve, though single readings can be large or run the other way;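 note: plate controls were no enzyme wells and a reference inhibitor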
Target sequence (P00352 whole entry, looked up): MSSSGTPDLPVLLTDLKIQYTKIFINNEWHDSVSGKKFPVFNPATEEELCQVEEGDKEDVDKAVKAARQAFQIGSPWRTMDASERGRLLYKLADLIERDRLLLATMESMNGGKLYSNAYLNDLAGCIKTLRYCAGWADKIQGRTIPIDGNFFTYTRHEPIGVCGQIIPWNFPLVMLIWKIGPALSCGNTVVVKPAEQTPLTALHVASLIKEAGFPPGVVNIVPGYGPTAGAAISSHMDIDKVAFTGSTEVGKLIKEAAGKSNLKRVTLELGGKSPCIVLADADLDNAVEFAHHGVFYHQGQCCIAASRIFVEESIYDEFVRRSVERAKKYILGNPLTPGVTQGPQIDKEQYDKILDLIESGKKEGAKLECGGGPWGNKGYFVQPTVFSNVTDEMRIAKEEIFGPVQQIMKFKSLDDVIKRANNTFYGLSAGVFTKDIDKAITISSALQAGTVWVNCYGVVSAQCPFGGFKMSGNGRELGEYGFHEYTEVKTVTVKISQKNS
GAA inhib = blocks human lysosomal alpha-glucosidase | P10253 | purified human GAA, 4-MU-alpha-glucoside fluorescence | Potency, µM (doses to about 76.9 µM), for inactives: at the top dose activity change, negative = inhibition, usual class: inhibitors | 200,000 tested, 0.005% active;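 note: plate controls were uninhibited enzyme wells for no effect and no-enzyme background for full effect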
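qHTS format, compound range up to 77 uM. Human lysosomal enzyme at 4 nM, 400 uM 4-MU glucoside substrate, pH 5.0, 20 min room temperature; fluorescence after alkaline stop gives activity normalized to controls.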
Tau fluor counter = counter-screen for tau fibril formation inhibitors. tau K18 P301L Alexa594 fluorescence, heparin fibrillization. 280,000 tested, 0.93% active. Potency, µM (series often up to 57.7 µM), for the others: at the highest dose activity change, negative = decrease; note: % is set by controls: 0 for no effect and ±100 for the full control effect; nearly all actives have a fitted effect of over 55% in size
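Human tau K18 P301L (15 uM unlabeled, 0.24 uM Alexa 594-labeled) in 100 mM sodium acetate pH 7 with 20 uM heparin, 6 hr at 37 C. ThT 30 uM added, 1 hr ambient; Alexa 594 FP and total fluorescence read at 555/632 nm.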
Epigenetic reg = derepresses silenced GFP reporter in murine cells; murine LDR cells, GFP reporter derepression, 30 h; Potency, µM (titrated, usually from 53.9 µM), without a hit: top-dose GFP activation, most hits filed as activators; AID 1865; 280,000 tested, 0.2% active; note: % of control where 0% means no effect; nearly all actives have a fitted effect of over 60% in size
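Murine LDR cells carrying a silenced, genomically integrated CMV-driven GFP reporter were exposed to compound for 30 hours at 37 C. After PBS washes, GFP-positive cells (20–120 um objects) were counted by laser-scanning microplate cytometry.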
NPSR antagonist = antagonists of human neuropeptide S receptor cAMP signaling | Q6W5P4 | CHO-NPSR cells, cAMP TR-FRET, antagonist mode | Potency, µM (doses to about 38.3 µM), for inactives: at the highest dose activity change, negative = inhibition, actives largely listed as inhibitors | 220,000 tested, 1% active; note: % is set by controls: 0 for no effect and ±100 for the full control effect; nearly all actives have a fitted effect of over 50% in size; many of its hits are not listed in these tables
GLA spleen mod = inhibitors or activators of human alpha-galactosidase in spleen homogenate. human spleen homogenate, 4MU-alpha-Gal fluorescence, 40 min. Potency, µM (highest dose often 80 µM), inactives show at the highest dose activity change, negative = inhibition, actives largely listed as inhibitors. 240,000 tested, 0.008% active. AID 2107;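 note: 0% = enzyme with vehicle and -100% = no enzyme basal signal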
Target sequence (P06280 32-429 limits assumed): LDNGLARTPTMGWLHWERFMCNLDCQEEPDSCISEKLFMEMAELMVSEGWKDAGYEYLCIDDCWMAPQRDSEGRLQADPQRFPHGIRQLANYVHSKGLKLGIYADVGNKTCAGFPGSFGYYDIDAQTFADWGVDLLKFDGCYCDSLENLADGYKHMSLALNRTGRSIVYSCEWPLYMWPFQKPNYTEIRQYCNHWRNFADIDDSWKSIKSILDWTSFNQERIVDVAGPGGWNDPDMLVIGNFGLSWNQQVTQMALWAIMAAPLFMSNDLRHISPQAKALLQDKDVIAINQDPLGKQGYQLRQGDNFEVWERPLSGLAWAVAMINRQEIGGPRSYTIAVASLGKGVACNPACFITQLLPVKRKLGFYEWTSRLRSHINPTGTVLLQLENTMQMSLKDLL
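Human spleen homogenate (1 ug) was the enzyme source, with 4-methylumbelliferyl-alpha-D-galactopyranoside (1 mM final) in pH 5.0 citrate buffer with 0.01% Tween-20. Compounds were titrated; after 40 min at 37C, NaOH/glycine stop, 4-MU fluorescence read; AC50 from Hill fits.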
The depositor's hits bear a star; ? = inconclusive; / = no result given; & = joins results of further samples; [ ] = remark or other dose. Unless noted, calls come from the whole dose curve; as a rule, active = well fitted curve in the direction sought with a large enough effect; inconclusive = small, poorly fitted or top-dose-only effect, or another doubt; inactive = no such curve, though single readings can be large; an effect the other way counts as inactive or inconclusive. Potency is the fitted concentration of half-maximal effect.

entry	Structure	GAA glycogen	GAA spleen mod	ALDH1A1 block	GAA inhib	Tau fluor counter	Epigenetic reg	NPSR antagonist	GLA spleen mod
1	Cc1ccc(NC(=O)N/C=C/c2ccccc2)cc1	-7%	2%	?	-9%	-25%	-1.1%	0%[46.1 µM]	0%
2	COc1cc2c(cc1OC)[C@H](C)N(C(=S)Nc1ccc(F)cc1)CC2	-11%	6%	/	/	-15%	-1.4%	3%[7.67 µM]	8%
3	COc1cccc(C2/C(=C(/O)c3ccc(C)cc3)C(=O)C(=O)N2Cc2ccco2)c1 (configuration not stated)	16%	-16%	8%	-12%	-10%	1.0%	-15%[46.1 µM]	1%
4	CCN(CC)S(=O)(=O)c1ccc(/C(O)=C(\C#N)c2nc3ccccc3n2C)cc1	2%	-3%	20µM*	-10%	0%	0.7%	?	0%
5	O=C(O)C1C2C=CC(C3CC23)C1C(=O)O (configuration not stated)	5%	-1%	-5%	-2%	7%	-1.0%	19%	1%
6	Oc1ccc(C2=NNC(=NCc3ccc4c(c3)OCO4)SC2)c(O)c1	-23%	-6%	?	3%	?	1.0%	5%	-13%
7	CCCCOc1ccc(C(=O)NN2CCN(C)CC2)cc1	-11%	0%	-1%	?	7%	1.1%	9%	1%
8	CC(=O)C1=C(C)NC(SCC(=O)c2ccc(C)cc2)=C(C#N)C1c1ccco1 (configuration not stated)	-11%	3%	10µM*	-7%	14µM*[quencher]	-1.6%	0%[46.1 µM]	13%
9	COc1ccccc1OCCCCN1CCN(C(c2ccccc2)c2ccccc2)CC1	1%	-1%	?	1%	5%	1.1%	-52%	-3%
10	CC(C)C1COc2cc3oc(=O)ccc3cc2O1 (configuration not stated)	/	6%	?	/	-16%	-1.3%	/	7%
11	O=C(CCCc1nc(-c2ccc(Cl)cc2)no1)Nc1cccnc1	2%	-12%	-3%	-21%	-6%	-0.8%	11%[46.1 µM]	5%
12	CC(C)C(=O)N1CCN(c2ccc([N+](=O)[O-])c(NC(C)c3ccccc3)c2)CC1 (configuration not stated)	-1%	-6%	22µM*	-15%	-24%	2.8%	-45%	3%
13	COc1ccc(S(=O)(=O)Nc2ccc(O)c(Sc3nc4ccccc4s3)c2)cc1	?	-6%	18µM*	9%	?	-3.9%&-1.1%	-10%	-7%
14	C#CCOCCOCCOCCNc1nc(N2CCN(C(=O)[C@H](CCCCN)n3cc(C(N)CO)nn3)CC2)nc(N2CCN(C(=O)[C@H](CCC(=O)O)n3cc(C(N)Cc4ccc(O)cc4)nn3)CC2)n1 (some centres not stated)	-4%	-5%	/	/	22%	4.7%	23%	0%
15	COC(=O)c1ccc(CNC(=O)CSc2nc3sc(C)c(C)c3c(=O)n2C)o1	2%	-5%	-7%	?	-4%	-0.2%	-15%[46.1 µM]	-2%

Another view of some results above.
2) COc1cc2c(cc1OC)[C@H](C)N(C(=S)Nc1ccc(F)cc1)CC2
15) COC(=O)c1ccc(CNC(=O)CSc2nc3sc(C)c(C)c3c(=O)n2C)o1
entry no. | 2 | 15
GAA glycogen | -11% | 2%
GAA spleen mod | 6% | -5%
ALDH1A1 block | / | -7%
GAA inhib | / | ?
Tau fluor counter | -15% | -4%
Epigenetic reg | -1.4% | -0.2%
NPSR antagonist | 3%[7.67 µM] | -15%[46.1 µM]
GLA spleen mod | 8% | -2%

(list continues)
entry	Structure	GAA glycogen	GAA spleen mod	ALDH1A1 block	GAA inhib	Tau fluor counter	Epigenetic reg	NPSR antagonist	GLA spleen mod
16	COc1ccc(/C(O)=C2/C(=O)C(=O)N(c3ncccn3)C2c2ccc(OC)cc2)cc1 (configuration not stated)	-9%	-4%	15%	-14%	-1%	0.0%	-17%	-1%
17	COc1ccc(C2=NN(CN3C(=O)C(=O)c4ccccc43)C(c3ccc(C)cc3)C2)cc1 (configuration not stated)	-6%	-11%	0.56µM*	-3%	-19%	-0.7%	?	-11%
18	CCOCc1nnc(NC(=O)C2c3ccccc3Oc3ccccc32)s1	-1%	4%	15%	-3%	-12%	0.1%	-23%	12%
19	CC1CCC(=NNc2ccc(C(F)(F)F)cc2[N+](=O)[O-])CC1 (configuration not stated)	-24%	-2%	-1%	-1%	-8%	-1.1%	-8%	5%
20	O=C(CSCc1ccc(Cl)cc1)Nc1ccc2c(c1)OCCO2	-1%	2%	-15%	-6%	-23%	-1.4%	-9%[46.1 µM]	11%
21	O=C(COC(=O)/C=C/c1cccc(F)c1)Nc1ncccn1	-2%	-6%	/	/	-14%	1.2%	5%	5%
22	CC(C)CCOC(=O)C1[C@H]2C(=O)N(Cc3cccs3)C[C@]23C=C[C@H]1O3 (some centres not stated)	-17%	-1%	6%	-6%	-1%	0.0%	-9%[46.1 µM]	6%
23	Cc1nc2cc(C(=O)OCC(=O)N(CC(C)C)C3CCS(=O)(=O)C3)ccc2n1-c1ccccc1 (configuration not stated)	0%	-2%	-9%	-5%	5%	0.0%	1%[46.1 µM]	0%
24	COCCNC(=O)CCc1ccc(S(=O)(=O)Nc2ccc(C)cc2)cc1	8%	-12%	?	-1%	-11%	1.9%	-18%[46.1 µM]	-4%
25	Cc1cc(NC(NC(=O)c2ccco2)(C(F)(F)F)C(F)(F)F)no1	-2%	2%	-4%	1%	-1%	-1.6%	7%[46.1 µM]	4%
26	COC(=O)c1[nH]c2ccc(C)cc2c1NC(=O)CN1CCN(Cc2ccccc2)CC1	-5%	2%	?	?	-15%	2.9%	-2%[46.1 µM]	3%
27	Cc1nc2c(oc3ccc(Cl)cc32)c(=O)[nH]1	7%	2%	/	/	11%	2.1%	-10%	-1%
28	COC(=O)c1ccc(CSc2nnc(CNC(=O)c3ccc(OC)cc3)o2)o1	0%	-2%	-7%	-4%	-3%	0.0%	-8%[46.1 µM]	5%
29	COCc1n[nH]c(=S)n1-c1cccc2ccccc12	3%	-2%	3%	0%	-8%	-1.5%	1%[46.1 µM]	10%
30	CC(C)c1ccc(N(C(=O)c2csnn2)C(C(=O)NC(C)(C)C)c2ccncc2)cc1 (configuration not stated)	-1%	-12%	2.2µM*	7%	-8%	-1.9%	-9%[46.1 µM]	-4%
31	COc1cccc(S(=O)(=O)N2CCN(C(=O)c3ccco3)CC2)c1	9%	2%	?	-13%	10%	-1.9%[10.1 µM]	5%	2%
32	CC(=O)CCc1oc2ccc(C)cc2c1-c1ccccc1	-4%	-1%	/	/	-10%	0.1%	-14%	-1%
33	COC(=O)c1cn(NC(=O)/C=C/c2ccc(OC)c(OC)c2)c(=O)c2ccccc12	3%	-7%	?	?	-12%	3.4%	-2%[46.1 µM]	-27%
34	COc1ccc2oc(C)c(C(=O)Cn3ccnc3)c2c1	-3%	1%	-2%	-3%	10%	0.9%	-1%[46.1 µM]	5%
35	Clc1ccc(C2NCCc3sccc32)cc1 (configuration not stated)	-4%	0%	-10%	-1%	-6%	1.0%	6%	1%
36	CC1(C)CC(=O)C2=C(C1)Nc1[nH]c(=S)[nH]c(=O)c1C2c1ccccc1 (configuration not stated)	-23%	-12%	?	?	-2%	-2.4%	-20%[46.1 µM]	2%
37	COC(=O)c1c(-c2cccnc2)csc1NC(=O)c1cc(C)on1	2%	-11%	?	-7%	-28%	-7.9%	-19%[46.1 µM]	-10%
38	O=C(NCCCCc1ccccc1)C1CC(c2ccccc2C(F)(F)F)=NO1 (configuration not stated)	-4%	-2%	/	/	-4%	-0.4%	-18%	-3%
39	COc1ccc(OC)c(C2C(C#N)=C(N)Oc3cc(N)ccc32)c1 (configuration not stated)	-28%	-22%	11µM*	-3%	-25%	-4.2%	8%[46.1 µM]	-7%
40	CC(C)OC(=O)CC(NC(=O)OC(C)(C)C)c1ccccc1 (configuration not stated)	-7%	-8%&1%	13%&7%	-6%	0%&-10%	-1.1%&-4.6%	10%	-1%&14%
41	CNC(=O)c1cc2c(cn1)[nH]c1ccccc12	/	1%&4%&5%	?	/	-6%&-15%&-4%	-1.2%&0.0%&-0.9%	-12%[46.1 µM]	-2%&-9%&8%
42	COC(=O)C1=C(C)N(C)C(C)=C(C(=O)OC)C1c1cccc(Br)c1	-11%	-3%	0%	0%	-14%	-0.2%	?	-11%
43	Cc1c(-c2ccc(Br)cc2)[n+](=O)c2c(n1[O-])CCCC2	-8%	3%	3%	5%	3%	-6.4%	14%	-3%
44	Cc1nc(Sc2ccc(Br)cc2)c(C#N)c(C)c1[N+](=O)[O-]	-2%	1%	0%	1%	-22%	2.4%	35%	-1%
45	O=c1cc(O)c2c(=O)n(-c3ccccc3)c3c(c2o1)CCCCC3	2%	3%	-6%	3%	-1%	-1.3%	-24%	2%
46	CCN1/C(=C/c2ccc3ccc(C)cc3[n+]2CC)Sc2ccccc21	-7%	-11%	7%	2%	-16%	1.1µM*	?	-11%
47	O=C(CC1C(=O)NCCN1C(=O)Nc1ccc(F)cc1)Nc1ccc(F)cc1 (configuration not stated)	3%	-9%	/	/	-9%	0.0%	4%	-1%
48	Cc1cccc(C(=O)NC(NCCc2ccccc2)C(Cl)(Cl)Cl)c1 (configuration not stated)	19%	-5%	?	?	-19%	-1.4%	-25%[46.1 µM]	-1%

One compound at a time, as listed above.
Profile of COC(=O)c1ccc(CNC(=O)CSc2nc3sc(C)c(C)c3c(=O)n2C)o1 : GAA glycogen = 2%; GAA spleen mod = -5%; ALDH1A1 block = -7%; GAA inhib = ?; Tau fluor counter = -4%; Epigenetic reg = -0.2%; NPSR antagonist = -15%[46.1 µM]; GLA spleen mod = -2%
Profile of CC(C)OC(=O)CC(NC(=O)OC(C)(C)C)c1ccccc1 (configuration not stated) : GAA glycogen = -7%; GAA spleen mod = -8%&1%; ALDH1A1 block = 13%&7%; GAA inhib = -6%; Tau fluor counter = 0%&-10%; Epigenetic reg = -1.1%&-4.6%; NPSR antagonist = 10%; GLA spleen mod = -1%&14%

Only part of the results is shown; the hit share may differ from the screen's.
